Tb MetRS inh – T. brucei MetRS inhibitors, primary screen, biochemical, luminescence; inhibition, % at 11.9 µM; 0.4% of 360,000 active; methionyl-tRNA synthetase (Trypanosoma brucei brucei); purified T. brucei MetRS, ATP depletion, Kinase-Glo luminescence;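 active means inhibition above a per-plate cutoff of the control wells' mean inhibition plus 3 SD, cut at about 5.5% in these data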;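 further: 0% = DMSO wells median and 100% = median of wells with control inhibitor compound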
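Material – parasite MetRS enzyme · Medium – HEPES-MgCl2-KCl buffer plus DTT, spermine, BSA, pyrophosphatase · Reagent – ATP, methionine and E. coli bulk tRNA substrates · Times – 15 min enzyme-compound preincubation, 2 h reaction, 10 min detection, 25 °C · Measured by – luminescence of leftover ATP · Evaluation – percent inhibition relative to median high and low control wells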
LMPTP inh – LMPTP phosphatase inhibitors, primary screen, biochemical, fluorescence intensity, uHTS | Low molecular weight phosphotyrosine protein phosphatase (Homo sapiens), P24666 | recombinant LMPTP-A, OMFP fluorogenic substrate | inhibition, % at 20 µM | 0.22% of 360,000 active | AID 651560, 2012;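 active means compounds that cut the enzyme signal by at least half of the control window in the single-dose screen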;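 further: plate controls were DMSO wells with enzyme plus substrate for no effect and substrate without enzyme for full effect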
Target sequence (P24666 whole entry, looked up): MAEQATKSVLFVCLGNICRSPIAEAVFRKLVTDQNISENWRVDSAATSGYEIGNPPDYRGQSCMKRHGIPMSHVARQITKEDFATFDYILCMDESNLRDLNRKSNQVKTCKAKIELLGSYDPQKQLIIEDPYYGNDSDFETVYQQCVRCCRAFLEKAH
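Material: LMPTP-A; amount: 0.625 nM enzyme; doses: single 20 µM dose; times: reaction 50 min, room temperature, dark; technique: fluorescence intensity of OMFP turnover product; benchmarks: no-enzyme and uninhibited controls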
CSN inh – inhibitors of CSN-mediated cullin deneddylation, primary screen, biochemical, fluorescence polarization, uHTS. COP9 signalosome complex subunit 5 (Homo sapiens), Q92905. Purified CSN, SCF-Nedd8-OG deneddylation. inhibition, % at 12.5 µM. 0.38% of 360,000 active. AID 651999, 2013;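 active means pattern-corrected inhibition above about 35%, with an unprinted fluorescence ratio check between 0.5 and 1.5, limit read from the data, passing the limit was not always enough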;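 further: 0% = enzyme with substrate and 100% = substrate without enzyme; some results filed as inactive read as strong as hits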
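Assay system: purified human Csn5 enzyme expressed in HEK293T cells; Input: 0.24 nM Csn5 enzyme, final concentration; Reagent: 10 nM SCFSkp2-Nedd8OG; Compound dosing: 12.5 µM single point; Times: reaction 90 min, room temperature; Technique: fluorescence polarization readout.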
SUMO1-SIM PPI – modulators of SUMO1 protein-protein interactions, primary screen, biochemical, uHTS; Small ubiquitin-related modifier 1 (Homo sapiens), P63165; SUMO1 binding to a labelled peptide, TR-FRET, 1 h; inhibition, % at 20 µM; 0.33% of 360,000 active; in the data active means inhibition above about 37%
Scp1 inh – Scp-1 phosphatase inhibitors, primary screen, biochemical, colorimetric, uHTS; Recombinant Scp1, phosphopeptide, malachite green phosphate absorbance; inhibition, % at 20 µM; 0.88% of 340,000 active; AID 493091, 2011;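 active means inhibition above about 50% at 20 µM, limit read from the data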;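 further: plate controls were DMSO wells with enzyme for no effect and wells lacking enzyme for full effect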
Target sequence (Q9GZU7 76-261 limits assumed): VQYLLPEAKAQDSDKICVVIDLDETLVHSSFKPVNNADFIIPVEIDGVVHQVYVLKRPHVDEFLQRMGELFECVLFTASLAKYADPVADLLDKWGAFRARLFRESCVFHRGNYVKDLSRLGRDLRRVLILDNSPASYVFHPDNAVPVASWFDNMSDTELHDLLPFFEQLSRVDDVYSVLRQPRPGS
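System: SCP-1 catalytic domain; Reagent: Phospho 17-mer peptide substrate; Doses: one concentration, 20 µM, with 1.0% DMSO; Incubation: 45 min room-temperature reaction, 5 min colour, 30 min stabiliser; Signal: Phosphate-binding colour reagent, absorbance read at 630 nm.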
DNMT1 inh – human DNMT1 methyltransferase inhibitors, primary screen, biochemical, molecular beacon, fluorescence, HinP1I cleavage, uHTS | 0.83% of 360,000 active | DNA (cytosine-5)-methyltransferase 1 (Homo sapiens), P26358 | inhibition (reported as % activation of signal), % at 10 µM; in the data active means inhibition above about 50%
NadD block – inhibitors of S. aureus NadD, primary screen, biochemical, colorimetric, uHTS. Nicotinate-nucleotide adenylyltransferase NadD (Staphylococcus aureus N315). purified NadD enzyme, colorimetric absorbance read-out. inhibition, % at 20 µM. 0.78% of 360,000 active; in the data active means inhibition above about 26%; further: some compounds past the cut are filed as inactive
STEP inh – STEP phosphatase inhibitors, primary screen, biochemical, fluorescence intensity, uHTS | recombinant STEP, OMFP fluorogenic substrate | inhibition, % at 20 µM | 0.25% of 360,000 active;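 active means inhibition at 20 µM, scaled per plate between control wells, above about 37%, limit read from the data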;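 further: 0% = DMSO with enzyme and substrate and 100% = substrate only without enzyme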
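Also added – OMFP at 25 µM · Test system – STEP tyrosine phosphatase · Technique – FITC-channel fluorescence of OMFP product · Schedule – 20 min at room temperature, dark · Evaluation – control-normalized % inhibition with plate pattern correction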
Rpn11 inh – Rpn11 (PSMD14) deubiquitinase inhibitors, primary screen, biochemical, fluorescence polarization, uHTS | 26S proteasome non-ATPase regulatory subunit 14 (Homo sapiens), O00487 | human 26S proteasome, Ub4-pepOG fluorescence polarization; 20S core pre-blocked with epoxomicin | calls only at 20 µM | 0.59% of 360,000 active | AID 588493, 2011;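 active means inhibition at 20 µM, scaled to each plate's controls, above about 33%, limit read from the data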
PABP1 MLLE inh – inhibitors of PABP1 MLLE–PAM2 peptide binding, primary screen, biochemical, fluorescence polarization, FITC-PAM2, GST-MLLE; inhibition, % at 20 µM; Polyadenylate-binding protein 1 (Homo sapiens), P11940; 0.36% of 360,000 active; in the data active means inhibition above about 35%, passing the limit was not always enough;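 further: plate controls were DMSO wells with GST-MLLE for no effect and wells lacking GST-MLLE protein for full effect; some results filed as inactive read as strong as hits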
Target sequence (P11940 whole entry, looked up): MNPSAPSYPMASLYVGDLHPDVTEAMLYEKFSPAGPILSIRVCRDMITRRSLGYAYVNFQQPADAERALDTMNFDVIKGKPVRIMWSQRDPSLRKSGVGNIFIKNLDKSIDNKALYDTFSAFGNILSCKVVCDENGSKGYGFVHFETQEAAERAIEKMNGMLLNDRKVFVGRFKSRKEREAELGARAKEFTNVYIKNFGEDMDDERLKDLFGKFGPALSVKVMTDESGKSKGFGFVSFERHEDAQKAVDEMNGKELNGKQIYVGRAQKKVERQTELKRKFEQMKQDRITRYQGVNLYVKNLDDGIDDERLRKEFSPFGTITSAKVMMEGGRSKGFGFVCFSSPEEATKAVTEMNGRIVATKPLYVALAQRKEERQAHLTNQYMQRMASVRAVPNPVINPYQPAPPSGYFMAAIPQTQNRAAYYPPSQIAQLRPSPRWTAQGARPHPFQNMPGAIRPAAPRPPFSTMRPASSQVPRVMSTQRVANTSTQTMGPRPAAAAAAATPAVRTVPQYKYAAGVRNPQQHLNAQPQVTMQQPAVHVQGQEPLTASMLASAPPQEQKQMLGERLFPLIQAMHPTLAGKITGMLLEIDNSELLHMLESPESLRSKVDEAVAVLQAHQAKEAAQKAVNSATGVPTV
* hit, by the source's call; i = inactive; . = not tested or not shown.

entry | mol | Tb MetRS inh | LMPTP inh | CSN inh | SUMO1-SIM PPI | Scp1 inh
1 | Cn1c(SC2CCCCC2=O)nnc1-c1ccncc1 (centres undefined) | -0.3 | 1.1 | 1 | 1 | -6
2 | CC(C)Cn1cc(C(=O)NCCCN2CCCC2=O)c2c3ccccc3n(C)c2c1=O | -1.0 | 0.6 | 0 | 12 | 2
3 | Cc1ccc(C(=O)NCC(=O)OC(C)C(=O)NC2CCCc3ccccc32)cc1 (centres undefined) | -0.1 | -1.0 | 2 | 4 | -4
4 | CCN(CC)CCOC(=O)c1ccc(NC(=O)c2cccc(C)c2[N+](=O)[O-])cc1 | -1.1 | -0.3 | 2 | -2 | -1
5 | Cn1c(=O)c2c(nc(N3CCCCCC3)n2CC(=O)c2ccccc2)n(C)c1=O | -1.0 | -1.1 | 2 | 3 | -5
6 | Cc1ccc(C(=O)Oc2ccccc2N2C(=O)C3C4CCC(C4)C3C2=O)cc1 (centres undefined) | -0.2 | 0.6 | -5 | 6 | -8
7 | Cc1ccc(CSc2nnc(-c3ccncc3)n2N)cc1 | 0.0 | 0.3 | -2 | -3 | -5
8 | COc1ccc(C2=NOC(C(=O)Nc3ccc4c(c3)OCO4)C2)cc1OC (centres undefined) | -0.5 | 1.0 | 6 | -4 | -7
9 | CC(=O)N1CCC(C(=O)Nc2cc(S(=O)(=O)N3CCCCC3)ccc2C)CC1 | -0.3 | -0.8 | -1 | -2 | .
10 | CC(/C=N/NC(=O)Cn1cnc2c1c(=O)n(C)c(=O)n2C)=C\c1ccccc1 | 1.0 | -0.9 | -7 | -11 | -12

entry | DNMT1 inh | NadD block | STEP inh | Rpn11 inh | PABP1 MLLE inh
1 | 3 | 2 | -4 | i | -10
2 | -2 | -1 | 2 | i | 0
3 | 0 | -3 | -2 | i | -1
4 | -1 | -10 | -3 | i | -3
5 | 3 | 0 | 0 | i | 0
6 | -3 | -3 | 6 | i | 1
7 | 0 | -4 | -2 | i | -26
8 | -18 | 0 | 0 | i | 7
9 | 1 | 6 | -2 | i | -34
10 | 2 | 8 | -4 | i | -7

Filtered by structure, the compounds so far with an aryl thioether with sulfur outside any ring
entry | mol | Tb MetRS inh | LMPTP inh | CSN inh | SUMO1-SIM PPI | Scp1 inh
1 | Cn1c(SC2CCCCC2=O)nnc1-c1ccncc1 (centres undefined) | -0.3 | 1.1 | 1 | 1 | -6
7 | Cc1ccc(CSc2nnc(-c3ccncc3)n2N)cc1 | 0.0 | 0.3 | -2 | -3 | -5

entry | DNMT1 inh | NadD block | STEP inh | Rpn11 inh | PABP1 MLLE inh
1 | 3 | 2 | -4 | i | -10
7 | 0 | -4 | -2 | i | -26

Single records, as listed above.
CCN(CC)CCOC(=O)c1ccc(NC(=O)c2cccc(C)c2[N+](=O)[O-])cc1 is entered as Tb MetRS inh: -1.1; LMPTP inh: -0.3; CSN inh: 2; SUMO1-SIM PPI: -2; Scp1 inh: -1; DNMT1 inh: -1; NadD block: -10; STEP inh: -3; Rpn11 inh: i; PABP1 MLLE inh: -3
CC(C)Cn1cc(C(=O)NCCCN2CCCC2=O)c2c3ccccc3n(C)c2c1=O is entered as Tb MetRS inh: -1.0; LMPTP inh: 0.6; CSN inh: 0; SUMO1-SIM PPI: 12; Scp1 inh: 2; DNMT1 inh: -2; NadD block: -1; STEP inh: 2; Rpn11 inh: i; PABP1 MLLE inh: 0

(listing goes on)
entry | mol | Tb MetRS inh | LMPTP inh | CSN inh | SUMO1-SIM PPI | Scp1 inh
11 | COc1ccc(C2/C(=C(\O)c3cccc(OC)c3)C(=O)C(=O)N2c2ccccn2)cc1 (centres undefined) | -0.2 | -0.8 | 4 | -12 | -2
12 | Cc1ccn2c(-c3n[nH]c(=S)n3Cc3ccccc3)c(C)nc2c1 | -1.6 | -1.5 | 1 | 1 | 5
13 | O=c1c2ccccc2[nH]c(=S)n1CCN1CCCCC1 | -0.4 | -0.4 | 7 | 0 | -2
14 | CN(C)c1cc(-c2ccccc2)nc(N)n1 | -0.8 | 6.8 | 4 | 0 | -12
15 | Cc1ccc(CNC(=O)[C@H](C)NC(=O)C2CCN(C(=O)[C@@H]3CCCN3C(=O)OC(C)(C)C)CC2)cc1 | 0.4 | -0.3 | 3 | 4 | 4
16 | O=C1CN(C(=O)C2CCC(=O)N(CCc3ccc(Cl)cc3)C2)CCN1 (centres undefined) | 0.0 | -0.7 | 0 | -4 | -6
17 | CCc1ccc(C(C)NC(=O)c2ccncc2)cc1 (centres undefined) | 2.1 | 0.7 | 1 | 0 | 3
18 | COc1cnc(SCc2ccc(Cl)cc2)nc1Cl | -0.3 | 2.0 | 3 | -7 | -19
19 | Cc1ccc(C(=O)C2=C(O)C(=O)N(Cc3cccnc3)C2c2ccc(Cl)cc2)o1 (centres undefined) | -1.6 | 8.7 | 4 | -6 | 4
20 | CCOC(=O)C1=C(C)N=C2c3ccccc3C(=O)C2C1c1ccc(Cl)cc1 (centres undefined) | -0.7 | 3.4 | 4 | -26 | 0

entry | DNMT1 inh | NadD block | STEP inh | Rpn11 inh | PABP1 MLLE inh
11 | -3 | 10 | 4 | i | -4
12 | 8 | 5 | -1 | i | -11
13 | -2 | -1 | -1 | i | 17
14 | -1 | 2 | -1 | i | 5
15 | 12 | 3 | -2 | i | 13
16 | 1 | 3 | 0 | i | -2
17 | 1 | -1 | -3 | i | -3
18 | 2 | -9 | 2 | i | -2
19 | -1 | 9 | 2 | i | 22
20 | -9 | -2 | -1 | i | -19

Results in sequence from the list:
Entries 13–17 in PABP1 MLLE inh: 17, 5, 13, -2, -3
Entries 13–17 in Rpn11 inh: i, i, i, i, i
Entries 13–17 in CSN inh: 7, 4, 3, 0, 1

(list continues)
entry | mol | Tb MetRS inh | LMPTP inh | CSN inh | SUMO1-SIM PPI | Scp1 inh
21 | COc1ccc(-c2noc(-c3ccc(Br)o3)n2)cc1 | -1.4 | -0.4 | 3 | 4 | -21
22 | Fc1cccc(Cl)c1CSc1ccc2nnc(-c3ccccn3)n2n1 | 0.1 | 4.8 | 2 | -15 | 1
23 | CCn1c2ccccc2c2nnc(SCCN3CCCCC3)nc21 | -1.2 | 7.2 | -3 | -17 | -5
24 | CCOC(CCNC(=O)c1cn(-c2cccc(C)n2)cn1)OCC | -1.2 | -2.2 | 0 | -4 | -3
25 | COC(=O)c1ccccc1NC(=O)c1cccc(NC(=O)C(C)C)c1 | -0.4 | -0.7 | 1 | 0 | -6
26 | COc1ccc(-c2nc(CN3CCN(C(=O)c4ccco4)CC3)c(C)o2)c(F)c1 | -0.3 | -0.9 | -1 | 12 | -2
27 | O=C(NCCSc1c[nH]c2ccccc12)c1ccc2c(c1)OCO2 | 0.2 | -0.6 | 2 | 3 | -9
28 | O=C(Cn1nnc(-c2cccc(C(F)(F)F)c2)n1)NC(=O)NCc1ccco1 | -0.3 | -0.1 | -1 | 1 | -3
29 | CCOc1ccc(C(C)=O)cc1CN1c2ccc(S(N)(=O)=O)cc2CC1C (centres undefined) | -0.2 | 1.2 | 7 | 10 | -7
30 | O=C(N/C(=C\c1ccc(-c2ccccc2)o1)C(=O)N1CCOCC1)c1ccccc1 | -0.3 | 2.1 | -14 | -3 | -6

entry | DNMT1 inh | NadD block | STEP inh | Rpn11 inh | PABP1 MLLE inh
21 | 1 | -9 | 2 | i | 5
22 | -3 | 17 | 0 | i | 9
23 | -2 | 7 | 2 | i | 30
24 | 1 | 5 | -2 | i | 5
25 | -2 | -5 | 2 | i | 20
26 | 1 | 4 | 0 | i | 1
27 | -5 | -8 | 2 | i | -1
28 | 1 | -1 | -4 | i | 1
29 | -15 | -2 | 2 | i | -8
30 | -4 | 5 | 2 | i | 3

The list continues:
entry | mol | Tb MetRS inh | LMPTP inh | CSN inh | SUMO1-SIM PPI | Scp1 inh
31 | O=C(O)c1cc(/C=C/c2ccc(N3CCOCC3)c([N+](=O)[O-])c2)nc2ccccc12 | -0.5 | 0.1 | -1 | -16 | -4
32 | Cc1ccc(CN(C)CC(=O)NC(C)c2ccccc2)cc1 (centres undefined) | 4.4 | -0.6 | 0 | 3 | -7
33 | COc1ccc(NC(=O)C(c2ccc(OC)cc2)N(C)C(=O)CC2NC(=O)NC2=O)cc1 (centres undefined) | -0.2 | -0.3 | 2 | 0 | 4
34 | Nc1c(-c2ccccc2)cnn1C1CCS(=O)(=O)C1 (centres undefined) | -0.6 | 1.1 | 2 | -3 | 3
35 | CCCCCc1nnc(NC(=O)C2CCCO2)s1 (centres undefined) | -0.4 | -0.6 | 1 | 3 | 2
36 | O=C(OCC(=O)N1CCc2ccccc21)c1ccncc1 | -0.2 | -0.9 | -4 | -1 | -2
37 | O=C(Cn1ncc2c(=O)oc3ccccc3c21)NCC1COc2ccccc2O1 (centres undefined) | -0.9 | -1.9 | 1 | 2 | 7
38 | COc1ccc(CSc2nc(C)cc(=O)[nH]2)cc1 | -0.8 | 0.0 | 1 | 2 | -11
39 | COc1ccccc1C(=O)N/N=C(\C)CC(=O)Nc1ccccc1NC(C)=O | 0.0 | -1.7 | -4 | 2 | -4
40 | Cn1c(=O)c2c(nc(SCCN3CCOCC3)n2C)n(C)c1=O | -1.4 | -1.9 | 2 | 0 | 5

entry | DNMT1 inh | NadD block | STEP inh | Rpn11 inh | PABP1 MLLE inh
31 | -3 | 5 | 1 | i | -6
32 | 0 | -1 | -1 | i | 0
33 | 0 | -1 | -2 | i | -11
34 | 3 | -7 | 1 | i | -5
35 | -1 | -4 | 2 | i | 24
36 | 3 | 1 | 2 | i | -10
37 | 6 | 1 | -3 | i | 4
38 | 1 | 6 | 2 | i | 18
39 | -3 | -1 | 2 | i | 3
40 | 0 | 2 | -1 | i | -7
